# Tb PFK inh = blocks T. brucei phosphofructokinase. Potency, µM (series often up to 57.5 µM), inactives show top-dose activity, negative = inhibition, usual class: inhibitors. O15648. actives 0.17% (n = 330,000). T. brucei PFK, ADP-Glo luminescence;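 further: potency means the concentration at half of the fitted maximal effect; 0% = uninhibited 1x PFK enzyme wells and -100% = no-enzyme wells; nearly all actives have a fitted effect of over 60% in size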
#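 Activity is normalized to no-enzyme wells (full inhibition) and 1.25 nM enzyme wells (no inhibition). Reaction: 0.5 mM F6P, 0.1 mM ATP, 45 min RT, ADP-Glo luminescence; concentration-response curves fitted and classed by quality.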
# FLuc modulator = counter-screen for miR-21 project: firefly luciferase inhibitors or activators. P08659. purified FLuc, Km substrates, luminescence inhibition. Potency, µM (series often up to 57.5 µM), for the others: at the top dose activity change, negative = inhibition, most hits filed as inhibitors. actives 6.9% (n = 360,000);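 further: potency means the concentration at half of the fitted maximal effect; plate controls were vehicle for no effect and reference inhibitor for full effect; nearly all actives have a fitted effect of over 55% in size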
# Target sequence (P08659 whole entry, looked up): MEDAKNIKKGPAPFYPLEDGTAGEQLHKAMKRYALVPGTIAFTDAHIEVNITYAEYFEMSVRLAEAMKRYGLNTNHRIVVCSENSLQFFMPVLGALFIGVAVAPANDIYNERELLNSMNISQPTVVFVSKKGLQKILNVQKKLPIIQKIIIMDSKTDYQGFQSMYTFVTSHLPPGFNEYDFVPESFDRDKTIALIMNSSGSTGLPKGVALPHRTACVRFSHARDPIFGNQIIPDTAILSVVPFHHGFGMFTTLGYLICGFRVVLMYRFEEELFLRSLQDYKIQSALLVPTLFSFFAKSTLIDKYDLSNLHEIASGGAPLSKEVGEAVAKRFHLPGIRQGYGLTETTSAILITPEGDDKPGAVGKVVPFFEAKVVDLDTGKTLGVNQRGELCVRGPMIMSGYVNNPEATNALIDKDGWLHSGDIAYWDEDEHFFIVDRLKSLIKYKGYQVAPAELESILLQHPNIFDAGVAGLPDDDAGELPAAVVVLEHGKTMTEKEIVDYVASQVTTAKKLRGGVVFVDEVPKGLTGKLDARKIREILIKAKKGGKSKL
#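 Purified P. pyralis luciferase (10nM final) with 10uM D-luciferin and 10uM ATP (Km levels) in 50mM Tris acetate pH 7.5, 10mM Mg acetate, 0.01% Tween-20, 0.05% BSA; qHTS 6-point titration, ~60 µM downward; luminescence read.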
# BRCA1 expr up = BRCA1 expression activation; Potency, µM (highest dose often 46.1 µM), for the others: at the highest dose activation, actives largely listed as activators; actives 1.1% (n = 380,000); MCF7-BRCA1-FFLuc reporter, luminescence, 48 h; response scale: scaled: vehicle 0%, 10 µM genistein 100%; further: potency means the concentration at half of the fitted maximal effect; nearly all actives have a fitted effect of over 80% in size; some results filed as inactive show a strong effect at the top dose
#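 Compounds are tested at multiple concentrations on MCF7 BRCA1-luciferase reporter cells seeded at 2000 per well; after 48 h, a single luminescence end-point is taken and curves fitted to the normalized data.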
# Rab9 prom act = activators of Rab9 promoter; actives 2.8% (n = 320,000); Potency, µM (doses to about 9.22 µM), without a hit: at the highest dose activation, negative = inhibition, most hits filed as activators; Huh7 Rab9 promoter-luciferase reporter, luminescence, 24 h; further: potency means the concentration at half of the fitted maximal effect; % of control where 0% means no effect; nearly all actives have a fitted effect of over 60% in size
#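 Luminescence from Amplite-detected luciferase (10 minutes, ambient) reports Rab9 promoter activation. Before that, stable Rab9-luciferase Huh7 cells (1500/well, reduced-serum OP-MEM I plus 10% FBS) were exposed to compound for 24 hours at 37C.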
# RORgamma inh = inhibitors of mouse ROR gamma transcriptional activity. AID 2551. actives 5.4% (n = 310,000). Drosophila S2 Gal4-RORgamma UAS-luciferase reporter, 20 h. P51450. Potency, µM (titrated, usually from 53.6 µM), inactives show at the highest dose activity change, negative = inhibition, most hits filed as inhibitors; further: potency means the concentration at half of the fitted maximal effect; on the % scale 0 is the no-effect control and ±100 the full control effect; nearly all actives have a fitted effect of over 60% in size
# Target sequence (P51450 whole entry, looked up, the tested form may be a part): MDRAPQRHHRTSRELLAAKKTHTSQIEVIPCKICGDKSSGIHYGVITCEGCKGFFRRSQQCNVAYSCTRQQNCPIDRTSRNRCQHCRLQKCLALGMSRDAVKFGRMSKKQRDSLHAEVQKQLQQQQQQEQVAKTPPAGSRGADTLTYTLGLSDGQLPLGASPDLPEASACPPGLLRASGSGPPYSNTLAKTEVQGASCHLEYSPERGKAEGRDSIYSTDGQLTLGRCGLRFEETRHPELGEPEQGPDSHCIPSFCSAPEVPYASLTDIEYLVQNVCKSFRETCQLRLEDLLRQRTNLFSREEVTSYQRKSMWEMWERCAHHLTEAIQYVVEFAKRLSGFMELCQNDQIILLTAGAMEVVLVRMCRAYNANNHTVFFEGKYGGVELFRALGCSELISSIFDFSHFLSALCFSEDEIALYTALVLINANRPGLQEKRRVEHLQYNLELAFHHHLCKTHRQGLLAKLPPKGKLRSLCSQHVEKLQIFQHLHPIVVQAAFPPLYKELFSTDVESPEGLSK
#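 Stable Schneider cell line, Gal4 DNA-binding domain fused to ROR gamma, UAS-luciferase. Cmpd 1 hr RT → CuSO4 700 uM final → 20 hr RT → luciferase reagent 10 min → luminescence.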
# p53 reactivation = mutant p53 re-activation in reporter cells; H1299 p53-A138V BP100-luciferase reporter, luminescence, 24 h; Potency, µM (highest dose often 92.2 µM), for inactives: at the highest dose activity change, positive = activation, usual class: activators; actives 0.063% (n = 320,000); further: potency means the concentration at half of the fitted maximal effect; % of control where 0% means no effect; nearly all actives have a fitted effect of over 45% in size
#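 H1299 (p53-null), stable ts p53-A138V + BP100-Luc; 1000 cells/well, Opti-MEM/10% FBS; cpd 4 pt, 1:5; 24 h, 37 deg C, 5% CO2; detection reagent 10 min RT; luminescence.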
# VP16 counter = Gal4-VP16 reporter inhibition counter-screen. Drosophila S2 Gal4-VP16 UAS-luciferase, luminescence, 20 h. Potency, µM (doses to about 53.6 µM), without a hit: at the highest dose activity, negative = inhibition, actives largely listed as inhibitors. actives 3.5% (n = 310,000). AID 2546;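 further: Gal4-VP16 expression switched on by copper sulfate through the metallothionein promoter; potency means the concentration at half of the fitted maximal effect; on the % scale 0 is the no-effect control and ±100 the full control effect; nearly all actives have a fitted effect of over 50% in size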
# TRPV1 agonist = human TRPV1 agonism. actives 0.19% (n = 320,000). AID 540275. Q8NER1. TRPV1-expressing cells, Fluo-8 calcium influx, agonist mode. activation, % at 8.33 µM; in the data active means activation above about 80%; inconclusive means between about 30% and that limit; further: 0% is about no effect
#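 Cells expressing TRPV1 were dye-loaded with Fluo-8 and read kinetically: 10 s baseline, 3 min after compound (agonist portion), then 2 min after EC20 capsaicin (allosteric enhancer portion). Calcium-bound dye fluorescence at 480/520 nm.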
# ELG1 DNA repair = blocks ELG1-dependent DNA repair in HEK293T cells | HEK293T ELG1-luciferase reporter, luminescence, 16 h; DNA damage induced by 5-fluorouridine | Potency, µM (series often up to 46.1 µM), for inactives: at the highest dose activity change, negative = inhibition, most hits filed as inhibitors | actives 2.3% (n = 330,000); further: potency means the concentration at half of the fitted maximal effect; on the % scale 0 is the no-effect control and ±100 the full control effect; nearly all actives have a fitted effect of over 55% in size
#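 Reporter activity after DNA damage by 5-fluorouridine is monitored. Compound-treated cells incubate 16 hr at 37 °C, then ONE-Glo is added for 30 min before luminescence reading.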
# NPC1 promoter act = activates the NPC1 promoter; actives 2.4% (n = 320,000); AID 485313; Huh7 NPC1 promoter luciferase reporter, 24 h; Potency, µM (highest dose often 9.22 µM), for the others: top-dose activation, usual class: activators;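 further: potency means the concentration at half of the fitted maximal effect; % of control where 0% means no effect; nearly all actives have a fitted effect of over 60% in size; reporter is driven by a mutant NPC1 promoter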
#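 Readout is luciferase luminescence, reflecting NPC1 promoter activation in stably transfected Huh7 cells after 24 h compound exposure at 37 °C in reduced-serum medium with 10% FBS.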
# ELG1 genotox = induces genotoxicity in HEK293T cells with luciferase-tagged ELG1; HEK293T ELG1-luciferase reporter, luminescence, 16 h; Potency, µM (series often up to 46 µM), for inactives: top-dose activity change, positive = activation, hits mostly activators; actives 1.3% (n = 330,000); further: potency means the concentration at half of the fitted maximal effect; % of control where 0% means no effect; nearly all actives have a fitted effect of over 60% in size
#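 DMSO vehicle served as control against compound-treated ELG1-luciferase HEK293T cells; exposure lasted 16 hr at 37 °C and 5% CO2, followed by ONE-Glo luminescence detection after 30 min.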
# Starred values were filed as active, the others as inactive; ? = inconclusive; . = not tested or not shown; [ ] = another dose, or the depositor's remark. Unless noted, the call rests on the fitted dose curve; in most records, active means well fitted curve in the direction sought with a large enough effect; inconclusive means small, poorly fitted or top-dose-only effect, or another doubt; inactive means no such curve, though single readings can be large; an effect the other way counts as inactive or inconclusive. Rows are unselected; about 15% have a hit in one of these screens.
SMILES,Tb PFK inh,FLuc modulator,BRCA1 expr up,Rab9 prom act,RORgamma inh,p53 reactivation,VP16 counter,TRPV1 agonist,ELG1 DNA repair,NPC1 promoter act,ELG1 genotox
CCN(C(=O)CN1CCOCC1)C1(C)C(=O)c2ccccc2C1=O,0%,-1%,-19%,1%,-3%,5%,-19%,2,-1%,0%,3%
O=C(N/N=C/c1sc(N2CCCCC2)nc1-c1cccs1)c1cccnc1,1%,21µM*,-48%,14%,7.9µM*,5%,10µM*,?,?,-1%,2%
Cc1cc(C)c(C)c(S(=O)(=O)NCC(=O)Nc2ccccc2F)c1C,1%,0%,-4%,0%,.,.,.,7,-2%,-1%,-1%
COc1ccc(N2C(=O)N3[C@H](c4cccc(C)c4)[C@@H]4C(=O)N(Cc5ccccc5)C(=O)[C@@H]4[C@]3(Cc3ccccc3)C2=O)cc1,-1%,-4%,-4%,-1%,-12%,7%,1%,-3,-2%,-3%,-2%
CCc1cccc(CC)c1-n1c(SCC(=O)N2CCc3ccccc32)nc(O)cc1=O,4%,.,-13%,.,.,-6%,.,.,-5%,.,1%
Cc1ccccc1OCCC(=O)OCC(=O)Nc1ccc2[nH]c(=O)[nH]c2c1,2%,3%,-13%,-3%,.,-2%,.,-1,3%,0%,-5%
COc1ccc(NC(=O)CSc2sc3c(O)cc(=O)[nH]c3c2C#N)c(OC)c1,?,1%,-5%,1%,-20%,-7%,-1%,2,17%,2%,-2%
O=C(CCNS(=O)(=O)c1ccc(F)c(Cl)c1)NCc1ccccc1F,-1%,.,-8%,.,.,-5%,.,.,-3%,.,1%
Cc1ccc(N(CCC#N)C(=O)COC(=O)c2ccccn2)cc1,-2%,0%,-16%,-4%,0%,4%,-7%,-1,-2%,-3%,2%
CC(C#N)OC(=O)c1cccnc1SCC(=O)Nc1ccc2c(c1)OCO2 (centres undefined),4%,.,15%,.,.,?,.,.,?,.,?
COc1ccc(OC)c(NC(=O)c2cnn(-c3ccccc3Cl)c2NC(=O)c2ccco2)c1,3%,6%,1%,4%,-6%,-4%,12%,-2,-11%,-3%,-4%
COc1cc(OC)cc(-c2c(C#Cc3ccsc3)c3cc(-c4cc(F)cc(F)c4)ccc3n2C)c1,11%,.,-5%,.,.,2%,.,.,17%,.,7%
O=C(CP(=O)(O)CC(=O)c1ccccc1)c1ccccc1,1%,-1%,5%,9%,-4%,0%,-5%,1,10%,-6%,1%
Cc1cccc(Nc2nc(N)nc(CN3CCN(c4ccccc4)CC3)n2)c1,5%,2%,-18%,-3%,-41%,-5%,-1%,4,?,-5%,-8%
COc1cc2c(cc1OC)C(C1C(=O)CCCC1=O)N(C(=O)CCl)CC2 (centres undefined),-2%,0%,0%,-6%,-16%,9%,5%,-4,1%,-1%,0%
COC(=O)c1ccc(COC(=O)c2cccnc2Cl)cc1,-1%,?,13µM*,23%,28%,8%,-11%,6,11%,14%,?
COc1ccc(-c2nc(CS(=O)CC(=O)N3CCCC3)c(C)o2)cc1 (centres undefined),-2%,-7%,-3%,0%,?,-4%,-8%,-3,9%,2%,10%
COc1ccccc1C(=O)Nc1ccccc1N1CCCCC1,3%,-7%,-56%,-7%,-17%,9%,0%,4,?,-6%,0%
Nc1c(C(=O)CSc2nnnn2-c2ccccc2)c(=O)[nH]c(=O)n1C1CC1,1%,.,-4%,.,.,-1%,.,.,-2%,.,9%
Cc1cccc(C(=O)NC(=S)NNC(=O)Cc2ccccc2)c1,4%,2%,-41%,-7%,10µM*,6%,-15%,10,6%,1%,0%
O=C(NCc1ccc(F)cc1)c1cccnc1C(=O)O,-1%,4%,-4%,-10%,-23%,-3%,2%,-3,3%,-2%,-1%
Cn1c(=O)c2c(nc(CN3CCC(C(N)=O)CC3)n2Cc2ccccc2Cl)n(C)c1=O,4%,2%,-2%,1%,0%,1%,-1%,-2,-11%,2%,-1%
CCn1c(NC(=S)Nc2ccccc2)nc2ccccc21,-5%,3.4µM*,52%,?,4.5µM*,7%,2.8µM*,-1,?,?,3%
C[C@@H]1CC[C@@]2(OC1)O[C@H]1C[C@H]3[C@@H]4CC=C5C[C@@H](O)[C@H](O)C[C@]5(C)C4CC[C@]3(C)[C@H]1[C@@H]2C (some centres undefined),2%,1%,3%,-1%,0%,-1%,-2%,-3,10%,-8%,-5%
COc1ccc(/C=N/Nc2ncccc2[N+](=O)[O-])c(OC)c1,-17%,1.1µM*,14µM*,3.5µM*,?,?,?,0,?,?,2.6µM*
CN(C)S(=O)(=O)c1cccc(C(=O)NCCc2ccccc2)c1,5%,7.6µM*,?,1.4µM*,-13%,?,0%,-4,?,0.79µM*,12%
CCC(CC)c1nnc(NC(=O)C2CC(=O)N(CCc3ccc(OC)c(OC)c3)C2)s1 (centres undefined),16%,3%,-27%,-5%,.,-5%,.,0,-11%,-2%,-5%
COc1ccc(OC)c(NC(=O)C(C)Oc2ccc(Br)cc2)c1 (centres undefined),0%,3%,-3%,1%,32%,0%,-11%,5,-13%,-2%,-5%
O=C(NCC(=O)N1CC=C(c2ccccc2)CC1)c1ccc(F)cc1,-3%,.,9%,.,.,4%,.,.,2%,.,0%
Cc1ccccc1C(=O)Nc1cccc(NC(=O)c2cccnc2)c1,7%,?,-20%,4%,2%,-1%,3%,0,-12%,-2%,-10%
CCSC1=C(C#N)C2(CCCCC2)C(C#N)=C(N)N1,-3%,6µM*,36%,13%,2%,-6%,-7%,6,1%,-5%,-1%
CC(C)c1cc(C(=O)O)n[nH]1,2%,-1%,32%,-6%,6%,3%,7%,1,17%,6%,-2%
Cn1[nH]c(CSc2ccc(Cl)cc2)cc1=O,-5%,?,-26%,-10%,-32%,-3%,-18%,22,5%,1%,-3%
COc1ccc(C2CC(c3cccs3)=NN2C(=S)Nc2ccccc2)cc1OC (centres undefined),0%,0%,5%,1%,19%,13%,2%,-10,-1%,0%,0%
CCSc1nc2ccccc2c(=O)n1Cc1ccc(F)cc1,-1%,-10%,-27%,3%,15%,-3%,-5%,0,-20%,-4%,-1%
O=C(CCN1CCOCC1)c1ccc(N2CCCCC2)cc1,-5%,?,-46%,0%,.,-31%[inhibitor],.,?,?,-2%,6%
CNC(=S)NC1CC2CCCC(C1)N2Cc1ccc(C)cc1 (centres undefined),-4%,1%,1%,-2%,-18%,-3%,1%,1,-4%,-3%,0%
O=C(CSc1nc(-c2ccccc2)nc2ccccc12)Nc1nccs1,-1%,0%,-16%,2%,11µM*,-6%,?,3,1%,-1%,1%
Cn1c(=O)c2c(ncn2CC(=O)Nc2cc(Cl)c(Cl)cc2Cl)n(C)c1=O,1%,-1%,.,0%,-34%,-10%,-4%,-1,-2%,-1%,-4%
Cc1ccc(S(=O)(=O)N2CCc3ccccc3C2)cc1C,-4%,2%,-2%,-9%,-6%,-1%,-1%,17,-7%,0%,-1%
Cc1ccc(-c2nnn(CC(=O)Nc3ccc(S(=O)(=O)N4CCC(C)CC4)cc3)n2)cc1,2%,-1%,-18%,12%,?,7%,-9%,1,?,11%,-2%
O=C(O)C1CCCCC1C(=O)Nc1cnn(Cc2ccccc2)c1 (centres undefined),-1%,1%,35%,9%,2%,-2%,0%,.,13%,2%,-4%
COc1ccccc1CNC(c1ccccc1)c1ccccc1,3%,-3%,1%,-4%,16%,-20%,-2%,8,5%,1%,-7%
COc1ccc([C@H]2CC(=O)C=C(c3ccc(-c4ccccc4)cc3)C2)cc1OC,-2%,-1%,48%,-13%,.,-10%,.,-15,17%,-3%,7%
COc1cccc(-c2noc(CCCC(=O)N3CCOCC3)n2)c1,2%,-14%,-5%,8%,21%,1%,0%,4,25%,-1%,8%
CCOc1cc(/C=C2/C(=N)N3N=C(C)SC3=NC2=O)ccc1OS(=O)(=O)c1ccc(C)cc1,2%,-8%,8%,0%,?,4%,-1%,1,21%,0%,-5%
Cc1ccc2c(cnn2C(=O)CCCC(=O)NC(C)c2ccccc2)c1 (centres undefined),3%,-19%,2.5µM*,14%,-9%,18%,-8%,4,0%,10%,-3%
CC(=O)Nc1nc(-c2cccc3ccccc23)cs1,0%,?,18%,8%,36%,.,22%,11,?,1%,17%

# High-throughput results deposited in PubChem BioAssay by National Center for Advancing Translational Sciences (NCATS).
